Screens: PubChem BioAssay, several laboratories
Wnt act – activators of Wnt/beta-catenin signaling; Wnt/beta-catenin reporter cell assay, activator, plate reader; activation, % at 9.35 µM; hit rate 1.2% among 300,000; AID 743398; in the data active = activation above about 30%, passing the limit was not always enough; inconclusive = no clear call, values can overlap the other calls;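 also: 0% = neutral control wells and 100% = positive control wells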
phage Ecoli inh – E. coli growth loss with phage present; growth absorbance; inhibition, % at 11.9 µM; hit rate 0.26% among 360,000; in the data active = inhibition above about 11%
AddAB inh – less growth of phage-infected E. coli with AddAB; E. coli expressing H. pylori AddAB, absorbance growth; inhibition, % at 11.9 µM; hit rate 0.29% among 330,000; in the data active = inhibition above about 12%;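 also: 0% = vehicle wells of infected cells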
SR-BI HDL uptake – inhibitors of mouse SR-BI mediated HDL lipid uptake. AID 488896. ldlA[mSR-BI] CHO cells, DiI-HDL uptake fluorescence, 3 h. hit rate 0.96% among 320,000. Q61009. inhibition, % at 12.5 µM;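 active = mean replicate inhibition of at least 70% and a set share of replicates each scoring 70 or more; inconclusive = meets just one of the two criteria; inactive = fails both criteria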;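 also: 0% = median of neutral control wells and 100% = median of positive control wells; values of inactives mirror those of a sister screen read the other way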
Target sequence (Q61009 whole entry, looked up): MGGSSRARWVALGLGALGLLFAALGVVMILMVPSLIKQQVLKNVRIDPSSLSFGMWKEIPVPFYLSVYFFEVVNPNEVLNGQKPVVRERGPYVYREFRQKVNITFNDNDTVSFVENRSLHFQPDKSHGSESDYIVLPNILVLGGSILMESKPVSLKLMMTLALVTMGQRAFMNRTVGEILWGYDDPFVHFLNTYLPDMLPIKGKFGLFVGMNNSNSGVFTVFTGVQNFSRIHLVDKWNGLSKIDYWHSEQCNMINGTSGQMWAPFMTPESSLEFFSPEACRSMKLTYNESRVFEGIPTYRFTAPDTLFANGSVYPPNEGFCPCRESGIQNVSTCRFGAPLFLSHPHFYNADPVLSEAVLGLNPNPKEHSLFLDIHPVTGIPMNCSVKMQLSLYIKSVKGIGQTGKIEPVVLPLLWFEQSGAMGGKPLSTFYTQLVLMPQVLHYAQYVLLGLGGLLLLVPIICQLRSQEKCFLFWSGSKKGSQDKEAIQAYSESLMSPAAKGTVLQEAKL
Tat transport – blocks Tat-dependent protein export in E. coli; inhibition, % at 10 µM; hit rate 0.036% among 340,000; E. coli MC4100 TorA-mCherry Tat export, fluorescence; AID 488895;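 active = mean replicate inhibition at least 50% and at least half of replicates individually reaching 50%; inconclusive = only one of the two criteria met; inactive = neither criterion met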;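 also: exported cargo escapes ClpAP degradation while cytoplasmic cargo is degraded and loses fluorescence; 0% = median of neutral control wells and 100% = median of NaSCN control wells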
E coli growth – reduces bacterial viability in AddAB counter-screen; E. coli V3065 growth, OD600 absorbance, 18 h; hit rate 0.27% among 330,000; inhibition, % at 11.9 µM;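 active = inhibition above the campaign's mean inhibition across all tested compounds plus 3 SD, cut at about 9.9% in these data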;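 also: uninfected addAB+ strain grown without phage in ampicillin broth; 0% = DMSO wells and 100% = ciprofloxacin 0.95 µg/ml wells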
MITF act – MITF TRPM1 promoter activation in melanoma cells; SK-MEL-5 TRPM1-promoter luciferase, 24 h; % of positive control, neutral wells = 0; AID 588334; activation, % at 12.5 µM; hit rate 0.75% among 300,000;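 active = mean activation of at least 80% with every replicate also reaching 80%; inconclusive = mean reaches 80% but some replicate falls short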;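 also: 0% = neutral control wells and 100% = parthenolide positive control wells; values of inactives mirror those of a sister screen read the other way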
CAL PDZ FP-1 – blocks peptide binding to the human CAL PDZ domain | purified CAL PDZ, TMR-peptide fluorescence polarization, 1 h | AID 602252 | Q9HD26 | hit rate 0.92% among 300,000 | inhibition, % at 24.9 µM;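 active = mean inhibition of at least 30% with at least half of replicates also reaching 30%; inconclusive = no clear call, values can overlap the other calls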;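 also: 0% = DMSO neutral control and 100% = excess unlabeled competitor peptide PRC23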
CAL PDZ FP-2 – blocks peptide binding to human CAL PDZ domain; inhibition, % at 20 µM; AID 504414; Q9HD26; purified CAL PDZ, TMR-peptide fluorescence polarization, 1 h; hit rate 0.02% among 330,000;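 active = highest replicate inhibition of at least 40%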;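 also: plate controls were DMSO neutral control wells for no effect and unlabeled competitor peptide control wells for full effect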
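Read-out basis: mP drop reported as inhibition | Assay system: Tagged CAL PDZ protein CerCALP, purified | Benchmarks: Unlabelled peptide for full inhibition, DMSO wells as neutral | Schedule: 1 h incubation at room temperature before polarization reading | Buffer or medium: Sodium phosphate/NaCl buffer pH 7.4 with TCEP, IgG, Thesit | Doses: Single point, 20 µM | Measured by: Fluorescence polarization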
SR-BI uptake up – enhances SR-BI lipid uptake from DiI-HDL. hit rate 0.096% among 320,000. AID 504775. CHO ldlA[mSR-BI] cells, DiI-HDL uptake fluorescence, 3 h; 100 = double the neutral-control signal. activation, % at 12.5 µM;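 active = mean replicate activation of at least 60% and every replicate at or above 60%; inconclusive = mean or all-replicate condition met, but not both; inactive = mean below 60% and not all replicates reaching 60%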;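 also: 0% = median plate neutral-control signal and 100% = twice that signal; values of inactives mirror those of a sister screen read the other way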
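System: CHO ldlA[mSR-BI] cells / Medium: HEPES-buffered (25 mM, pH 7.4) F12 plus 0.5% BSA / Probe or stimulus: labelled HDL, 10 µg/mL / Doses: single compound concentration, delivered by pin transfer / Schedule: 3 h, 37 °C / Measured by: DiI fluorescence, bottom read / Measure: cell-associated DiI fluorescence as measure of HDL uptake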
Numbers without * were called inactive; u = inconclusive; x = not tested or not shown.

SMILES	Wnt act	phage Ecoli inh	AddAB inh	SR-BI HDL uptake	Tat transport	E coli growth	MITF act	CAL PDZ FP-1	CAL PDZ FP-2	SR-BI uptake up
CC(=O)C[C@H]1c2cc(F)ccc2S(=O)(=O)N1c1ccc(N(C)C)cc1	11	3.0	1.2	7	0	1.5	16	-1	1.4	-7
CCN1CCN(CNC(=O)c2cnccn2)CC1	x	3.0	2.4	-1	-6	-1.3	-3	0	0.6	1
CCOCC(=O)Nc1ccccc1C(=O)N1CCOCC1	-8	-0.2	0.4	-15	1	-0.1	8	-2	-2.0	16
COc1ccccc1CNC(=O)CSc1nnc2c(n1)[nH]c1ccc(F)cc12	0	0.8	2.4	-7	0	-2.7	-10	0	-1.7	7
O=C(NNC(=O)c1cc(Cl)ccc1O)c1ccc(NS(=O)(=O)c2cccs2)cc1	-7	11*	4.9	119*	-20	1.9	-6	3	-1.2	-119
CCOC(=O)Cc1nnc2c(Nc3ccccc3F)nc3nonc3n12	x	0.5	1.8	6	-3	2.7	-4	-2	-1.4	-6
COc1ccc(O)c(CN2CCC(n3nccc3NC(=O)C3CCCC3)CC2)c1	-1	3.3	-2.1	-9	-6	-1.8	-3	-1	0.0	9
CN1CCN(S(=O)(=O)c2cccc(C(=O)NC3CCCc4ccccc43)c2)CC1 (centres undefined)	x	0.8	1.3	5	3	0.1	-11	1	-1.9	-5
COc1cccc(NC(=O)COC(=O)CCn2c(C)csc2=O)c1	-1	0.5	1.9	-44	14	3.3	-1	-2	-0.5	44
C[N+](C)(C)CCC(=O)N1C/C(=C/c2ccccc2)C(=O)/C(=C\c2ccccc2)C1	-7	2.7	x	2	-10	x	-1	-1	0.1	-2
Cc1cccc(OCc2nnc(SCC(=O)N3CCCCC3)o2)c1	1	-1.1	1.7	0	-2	-1.8	-7	-4	-3.3	0
O=C(CNC(=O)c1ccc(Oc2ccccc2)cc1)OC1CCCCC1=O (centres undefined)	-1	2.7	0.0	-13	5	-4.5	16	3	-5.0	13
O=C1OC[C@@H]2CCCN2C(=O)[C@@H](CC(=O)N(CCO)Cc2ccccc2)C/C=C\C[C@H]1Cc1ccc(F)cc1	-3	1.0	0.6	-15	2	0.0	8	2	-1.1	15
CC(=O)c1ccc(NC(=O)C(C)OC(=O)C2CC(=O)N(c3ccc4c(c3)OCCO4)C2)cc1 (centres undefined)	1	1.9	4.5	18	-5	0.9	0	-4	-2.9	-18
CCCOc1ccc(CN(C)c2ncnc(N)n2)cc1	0	2.4	3.7	-17	-2	0.2	13	-4	-0.1	17
COc1ccccc1NC(=O)CSc1nnc(-c2ccoc2C)o1	22	2.5	3.0	-27	-4	1.8	65	-7	-0.4	27
CNS(=O)(=O)c1cccc(C(=O)OCCCOC(=O)c2cccc(S(=O)(=O)NC)c2)c1	0	1.4	x	5	-1	x	-15	-4	-2.1	-5
COc1ccc(OC)c(N/C(C)=C/C(=O)c2ccc(C)o2)c1	0	2.2	2.6	-13	1	0.4	-6	-1	-0.1	13
O=C(NCc1ccc(OC(F)(F)F)cc1)C12CN(Cc3ccccc3)CC1C(c1cccc([N+](=O)[O-])c1)=NO2 (centres undefined)	-2	9.7	0.2	7	-6	-2.6	3	-1	-1.0	-7
COc1cc(OC)cc(-c2cc3ccccc3c(=O)o2)c1	9	0.4	1.9	53	9	-1.1	40	-5	-2.0	-53
Cc1ccc(S(=O)(=O)Nc2cc(C)c(O)c(S(=O)(=O)c3ccc(C)cc3)c2)cc1	0	3.0	-0.2	-14	6	4.0	x	-4	-1.0	14
O=C(C[n+]1cc(-c2ccccc2)n2c1CCCCC2)c1ccc(Br)cc1	0	-0.7	-0.1	-8	3	3.7	-18	-2	-1.1	8
COC(=O)COc1c(Cl)cc(Cl)c2ccc(C)nc12	2	-0.6	0.7	8	-2	-3.9	-22	0	0.0	-8
COc1cc2c(c(OC)c1OC)C(c1ccc(C)cc1)CC(=O)O2 (centres undefined)	0	2.5	-0.4	-5	-3	-1.1	6	2	0.3	5
CCOC(=O)c1ccc(NC(=O)c2cc(F)c(F)cc2Cl)cc1	4	5.2	4.9	30	-2	-1.0	12	x	-1.0	-30
CC(C)(C)N1C(=O)c2ccc(C(=O)NCc3ccco3)cc2C1=O	-3	0.9	2.9	50	-7	0.1	-3	1	-0.4	-50
O=C1CC(N2CCN(c3ccccc3)CC2)C(=O)N1Cc1ccc(Cl)cc1 (centres undefined)	0	2.7	0.8	-1	-1	0.7	-14	x	-8.4	1
Cc1csc(OCc2ccc(C#N)cc2)n1	x	0.2	-1.6	-19	-1	0.8	x	-1	-2.9	19
Cc1ccc(NC(=O)CCC(=O)NNC(=O)C(c2ccccc2)c2ccccc2)c(C)c1	x	2.4	1.8	-4	9	0.4	-7	x	-2.1	4
CCc1ccc(-c2nc(CN3CCC(C(=O)N4CCN(c5ccccc5)CC4)CC3)c(C)o2)cc1	x	7.8	0.7	40	1	0.6	-15	-2	-1.2	-40
Cc1cc(N(C)C)c(C#N)c(NCc2ccccc2)n1	x	0.6	3.6	20	-6	-1.7	25	-1	-1.8	-20
COc1ccccc1-c1nnc(SCC(=O)Nc2ccccc2)o1	-2	3.3	2.0	8	1	3.5	38	-2	-3.8	-8
COc1ccc(Cl)cc1NC(=O)C(C)NC(c1ccccc1)c1ccccc1 (centres undefined)	x	2.3	1.5	10	-5	1.6	-4	-3	-0.2	-10
COc1ccc(-c2noc(CN(C)C(=O)c3ccoc3C)n2)cc1	0	-1.8	4.4	9	-3	2.8	2	-23	-1.2	-9
COC(=O)c1cc(=O)nc2sc(-c3cccs3)nn12	x	1.2	-0.8	-16	-3	-1.9	-8	-2	x	16
O=C(CSc1nc2ccccc2nc1N1CCOCC1)N1CCN(c2ccccc2)CC1	-5	2.1	-2.8	-9	6	1.3	x	x	-1.1	9
CCCc1nn(C(=O)c2ccccc2)c2c1C(=O)CC(C)(C)C2	1	0.5	-0.3	-23	-12	-2.4	-10	-2	-2.6	23
Cc1cc(=O)[nH]c(N/N=C/c2ccccc2Cl)n1	3	0.8	1.8	0	-9	-1.7	42	-2	0.7	0
CC(C)(C)C(=O)Nc1ccc(C(=O)NCc2cccnc2)cc1	x	2.0	4.7	17	-3	-1.3	13	-4	-0.2	-17
CC(=O)N(C)c1ccc(NC(=O)c2ccc([N+](=O)[O-])cc2Cl)cc1	-1	0.1	3.1	-12	2	2.0	-4	-3	-0.7	12
CC(=O)Nc1cccc(C(=O)OC(C)C(=O)NC2CCCc3ccccc32)c1 (centres undefined)	-2	-3.9	2.1	16	3	0.6	-13	-2	-2.9	-16
Cc1cc(C)cc(NC(=O)C(=O)NCc2ccccn2)c1	2	3.5	3.0	-53	0	-1.2	13	0	-2.2	53
CCN(CCNC(=O)C1CCN(Cc2nc(-c3ccc(Cl)cc3)oc2C)CC1)c1ccccc1	-8	2.3	4.6	61	2	1.8	-3	-1	0.0	-61
CCOC(=O)N1CCN(CC(=O)Nc2ccc(F)cc2F)CC1	3	0.2	2.5	-18	5	1.8	0	x	-12	18
C=CCNC(=S)NNC(=O)COc1ccc(Br)cc1	-1	3.9	1.9	-29	-10	0.5	4	1	-0.8	29
Cc1ccc(/C=N/NC(=O)Cn2nc(C)c(Br)c2C)o1	x	3.1	0.8	-9	-2	-0.6	x	-3	-0.5	9
O=C(Nc1cccc(Cl)c1)Nc1ccc2c(c1)OCO2	32*	7.0	5.3	5	5	5.7	43	-3	-1.8	-5
Cc1sc2nc(SCC(=O)N(C)c3ccccc3)n(C)c(=O)c2c1C	-1	2.3	4.0	43	7	0.2	0	4	-3.5	-43
C=CCNS(=O)(=O)NC(=O)C1=C(N2CCCC2)COC1=O	-2	1.7	3.1	-6	-8	0.6	8	1	0.5	6
NS(=O)(=O)c1ccccc1	5	1.2	-0.7	-8	3	1.6	-2	-3	-0.8	8
COc1ccc(NC(=O)CN(C)CC(=O)Nc2ccccc2SC)cc1Cl	7	4.6	-0.5	-1	2	-1.0	-1	4	-2.5	1
CC1(C)CC(=O)C(CC(=O)NC(=O)NCc2ccccc2)=C(O)C1	-2	1.4	-1.8	-30	5	-1.7	x	-3	x	30
CCC1(CC)C(=O)C2=C3C1[C@H](C(=O)OC)C=C(C(=O)OC)C[C@H]3n1c(=O)n(-c3ccccc3)c(=O)n1[C@H]2C (some centres undefined)	-4	1.8	3.8	-8	2	-2.0	-10	1	-0.5	8
CC(CN1CCCC1)OC(=O)c1ccc(F)cc1 (centres undefined)	-1	2.6	-0.9	-18	-2	-0.3	33	-3	-1.0	18
COC(=O)CC1=C(C(=O)OC)C(c2ccc3c(c2Cl)OCO3)C(C#N)=C(N)O1 (centres undefined)	x	2.7	0.6	5	-8	0.3	0	x	0.2	-5
OCCN1CCSC1=S	-2	3.2	x	8	6	x	2	x	0.0	-8
Cc1ccc(/C=N/n2c(-c3ccccc3)n[nH]c2=S)cc1	-1	1.7	2.7	7	-5	2.5	x	x	-2.0	-7
Cc1ccc(Nc2nc(N)nc(CN3CCc4ccccc4C3)n2)cc1	4	-0.8	-0.3	-20	-8	-3.1	-15	3	-2.4	20
COC(=O)/C=c1\sc2ncnn2c1=O	1	3.3	0.6	-29	1	1.0	-13	-5	0.1	29
O=Cc1cc2ccccc2nc1SCCCF	-8	2.5	2.1	-110	1	2.8	-20	0	-0.5	u

Other compounds
SMILES	Wnt act	phage Ecoli inh	AddAB inh	SR-BI HDL uptake	Tat transport	E coli growth	MITF act	CAL PDZ FP-1	CAL PDZ FP-2	SR-BI uptake up
CC(C)CSc1n[nH]c(N)n1	0	4.2	1.2	-10	-14	-1.2	0	-2	-1.7	10
Cc1ccc([N+](=O)[O-])cc1S(=O)(=O)Nc1ccc(OCC(=O)N2CCOCC2)cc1	-1	1.3	3.5	-15	-3	0.0	1	-5	-2.2	15
CN(C)/C=N/c1nc2nccc(-c3cccc(Cl)c3)n2n1	-1	5.8	2.4	-16	1	0.6	-15	1	-2.3	16
Cc1cc(NCc2ccccn2)n2nc(C)c(-c3ccc(Cl)cc3)c2n1	-6	-1.5	-0.4	31	3	-2.2	-30	3	-0.1	-31
CC(C)(CC(=O)O)CC(=O)N1CCN(c2cc(C(F)(F)F)nc3ccccc23)CC1	x	x	3.2	-3	-14	-0.8	8	2	0.4	3
COC(=O)C(NNc1ccccc1)(NC(=O)c1ccccc1F)C(F)(F)F (centres undefined)	9	1.8	3.2	-18	-9	0.5	-5	-1	-0.8	18
Cc1ccc(C)n1CCN1CCN(C(=O)c2ccco2)CC1	0	4.0	4.0	x	-2	0.4	61	9	-4.4	x
